Tb PFK inh = blocks T. brucei phosphofructokinase; T. brucei PFK, ADP-Glo luminescence; AID 485367; Potency, µM (series often up to 57.5 µM), for the others: at the highest dose activity, negative = inhibition, hits mostly inhibitors; O15648; actives 0.17% (n = 330,000);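 note: potency is the fitted concentration of half-maximal effect; 0% = uninhibited 1x PFK enzyme wells and -100% = no-enzyme wells; nearly all actives have a fitted effect of over 60% in size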
Target sequence (O15648 whole entry, looked up): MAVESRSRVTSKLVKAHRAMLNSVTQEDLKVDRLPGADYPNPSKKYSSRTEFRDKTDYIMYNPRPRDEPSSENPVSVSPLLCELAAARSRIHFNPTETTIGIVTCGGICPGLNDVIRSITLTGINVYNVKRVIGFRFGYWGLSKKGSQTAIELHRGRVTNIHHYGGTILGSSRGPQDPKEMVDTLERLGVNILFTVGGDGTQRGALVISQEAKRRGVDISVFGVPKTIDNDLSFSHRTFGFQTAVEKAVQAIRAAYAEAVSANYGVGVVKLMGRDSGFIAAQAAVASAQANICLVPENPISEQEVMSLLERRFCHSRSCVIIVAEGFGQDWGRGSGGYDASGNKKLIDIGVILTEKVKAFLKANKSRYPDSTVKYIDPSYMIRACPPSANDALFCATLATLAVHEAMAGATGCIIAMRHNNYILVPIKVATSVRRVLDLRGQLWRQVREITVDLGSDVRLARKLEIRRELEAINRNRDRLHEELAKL
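Activity is normalized to no-enzyme wells (full inhibition) and 1.25 nM enzyme wells (no inhibition). Reaction: 0.5 mM F6P, 0.1 mM ATP, 45 min RT, ADP-Glo luminescence; concentration-response curves fitted and classed by quality.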
Rab9 promoter act = activators of Rab9 promoter | Huh7 Rab9 promoter-luciferase reporter, luminescence, 24 h | Potency, µM (highest dose often 9.22 µM), inactives show at the top dose activation, negative = inhibition, hits mostly activators | actives 2.8% (n = 320,000) | AID 485297; note: potency is the fitted concentration of half-maximal effect; % of control where 0% means no effect; nearly all actives have a fitted effect of over 60% in size
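Huh7 reporter line, Rab9 promoter upstream of luciferase. Compound exposure 24 h at 37 °C in reduced-serum medium with 10% FBS. Read-out: luminescence.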
FLuc counter = inhibits or activates purified firefly luciferase, miR-21 counter-screen; purified FLuc, Km substrates, luminescence inhibition; Potency, µM (doses to about 57.5 µM), for the others: at the top dose activity change, negative = inhibition, most hits filed as inhibitors; AID 588342; actives 6.9% (n = 360,000); P08659;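 note: potency is the fitted concentration of half-maximal effect; plate controls were vehicle for no effect and reference inhibitor for full effect; nearly all actives have a fitted effect of over 55% in size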
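Biochemical qHTS of compounds, final roughly 60 µM downward over six points, against 10 nM purified firefly luciferase using Km concentrations of substrates (10 uM D-luciferin, 10 uM ATP) in Tris acetate pH 7.5 buffer; luminescence output.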
uPA surface inh = blocks generation of uPA at the cell surface; cell surface uPA generation assay, qHTS; actives 0.31% (n = 330,000); Potency, µM (series often up to 38.3 µM), for the others: at the highest dose activity change, negative = inhibition, hits mostly inhibitors; active = well fitted inhibition curve with a large enough effect; inconclusive = small, poorly fitted or top-dose-only effect; inactive = no such curve, though single readings can be large or run the other way; tested in mouse RAW 264.7 cells; note: potency is the fitted concentration of half-maximal effect; % is set by controls: 0 for no effect and ±100 for the full control effect; nearly all actives have a fitted effect of over 55% in size
RORg inh = inhibitors of mouse ROR gamma transcriptional activity | Drosophila S2 Gal4-RORgamma UAS-luciferase reporter, 20 h | P51450 | Potency, µM (titrated, usually from 53.6 µM), for the others: top-dose activity change, negative = inhibition, hits mostly inhibitors | actives 5.4% (n = 310,000); note: potency is the fitted concentration of half-maximal effect; % is set by controls: 0 for no effect and ±100 for the full control effect; nearly all actives have a fitted effect of over 60% in size
Target sequence (P51450 whole entry, looked up, the tested form may be a part): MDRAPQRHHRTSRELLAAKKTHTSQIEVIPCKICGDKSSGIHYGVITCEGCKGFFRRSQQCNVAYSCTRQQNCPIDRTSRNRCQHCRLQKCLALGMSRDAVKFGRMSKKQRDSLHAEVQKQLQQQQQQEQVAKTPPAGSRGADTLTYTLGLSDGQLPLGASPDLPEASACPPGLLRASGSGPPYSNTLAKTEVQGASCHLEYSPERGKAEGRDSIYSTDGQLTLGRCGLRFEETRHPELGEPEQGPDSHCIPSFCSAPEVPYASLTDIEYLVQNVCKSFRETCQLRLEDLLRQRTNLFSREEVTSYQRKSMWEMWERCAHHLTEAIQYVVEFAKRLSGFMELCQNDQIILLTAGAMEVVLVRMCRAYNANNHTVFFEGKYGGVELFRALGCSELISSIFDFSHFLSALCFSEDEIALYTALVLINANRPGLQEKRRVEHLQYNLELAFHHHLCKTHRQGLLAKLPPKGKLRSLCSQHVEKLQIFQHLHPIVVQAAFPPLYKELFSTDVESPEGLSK
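Luciferase reporter read in Schneider cells carrying Gal4-RORγ (mouse) and UAS-Photinus luciferase; cells given compound 1 h before 700 uM copper sulfate induction, then incubated 20 h at ambient temperature.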
FBPA coupling cs = coupling enzyme interference in Giardia aldolase counter-screen; coupling enzyme system counterscreen, AmpLite Red fluorescence; activity change, negative = inhibition, % at 58.2 µM, hits read low; actives 0.67% (n = 290,000); AID 2472; in the data active = activity change below about -30%; note: % is set by controls: 0 for no effect and ±100 for the full control effect
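Coupling enzymes only (glyceraldehyde-3-phosphate) + compound, at 57.5 uM final, 10 min RT; add substrate/coupling/AmpLite Red mix, 20 min RT; fluorescence ex 525/em 598 nm. Actives flag coupling-system interference.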
ELG1 genotox = inducers of genotoxicity in HEK293T ELG1-luciferase cells | Potency, µM (titrated, usually from 46 µM), without a hit: top-dose activity change, positive = activation, usual class: activators | HEK293T ELG1-luciferase reporter, luminescence, 16 h | actives 1.3% (n = 330,000); note: potency is the fitted concentration of half-maximal effect; % of control where 0% means no effect; nearly all actives have a fitted effect of over 60% in size
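After overnight (16 hr) compound treatment at 37 °C, ELG1-luciferase HEK293T cells were lysed with ONE-Glo; luminescence quantified 30 min later at room temperature.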
KCNH2 3.1 block = inhibitors of human KCNH2 3.1 potassium channel isoform | U2OS KCNH2 3.1, thallium flux FluxOr; stronger effect = lower value | activity change, % (tested at about 1.8 µM) | actives 0.95% (n = 340,000) | AID 720553;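 active = maximum activity change below -70%; inconclusive = maximum activity change from -70% to -50%; inactive = maximum activity change above -50%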;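 note: thallium influx rate constant from kinetic fluorescence after stimulation buffer; % is set by controls: 0 for no effect and ±100 for the full control effect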
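We transduce U2OS cells with the mutant 3.1 virus, culture them overnight, load FluxOr with Red40 quencher for 45 min, then add stimulation buffer and read kinetically for 2 min to derive a normalized rate constant.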
NPC1 promoter act = activates the NPC1 promoter | actives 2.4% (n = 320,000) | AID 485313 | Huh7 NPC1 promoter luciferase reporter, 24 h | Potency, µM (doses to about 9.22 µM), for inactives: at the top dose activation, most hits filed as activators;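 note: potency is the fitted concentration of half-maximal effect; % of control where 0% means no effect; nearly all actives have a fitted effect of over 60% in size; reporter is driven by a mutant NPC1 promoter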
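Stably transfected Huh7 (NPC1 promoter→luciferase), 1500 cells/well in Opti-MEM + 10% FBS, 2 h settle, then compound 24 h at 37 °C. Luminescence after 10 min with Amplite reagent.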
Giardia killer = kills Giardia lamblia | Giardia lamblia trophozoite viability | activity change, % at 7.66 µM, hits read low | actives 0.15% (n = 340,000) | AID 540267; in the data active = activity change below about -80%; inconclusive = between about -30% and that limit;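 note: parasites exposed to compound for two days anaerobically before the ATP read; % is set by controls: 0 for no effect and ±100 for the full control effect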
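Giardia trophozoites, 100 cells per well, were exposed to compounds for 48 hrs at 37 deg C under anaerobic conditions; viability was then read as ATP content by bioluminescence after 15-30 min at room temperature.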
VP16 counter = Gal4-VP16 reporter inhibition counter-screen; AID 2546; actives 3.5% (n = 310,000); Potency, µM (series often up to 53.6 µM), for inactives: at the top dose activity, negative = inhibition, actives largely listed as inhibitors; Drosophila S2 Gal4-VP16 UAS-luciferase, luminescence, 20 h;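 note: Gal4-VP16 expression switched on by copper sulfate through the metallothionein promoter; potency is the fitted concentration of half-maximal effect; % is set by controls: 0 for no effect and ±100 for the full control effect; nearly all actives have a fitted effect of over 50% in size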
An asterisk follows results filed as active; ? = inconclusive; / = no result given; [ ] = dose if it differs, or a comment. Unless noted, calls come from the whole dose curve; as a rule, active = well fitted curve in the direction sought with a large enough effect; inconclusive = small, poorly fitted or top-dose-only effect, or another doubt; inactive = no such curve, though single readings can be large; an effect the other way counts as inactive or inconclusive.

SMILES | Tb PFK inh | Rab9 promoter act | FLuc counter | uPA surface inh | RORg inh | FBPA coupling cs | ELG1 genotox | KCNH2 3.1 block | NPC1 promoter act | Giardia killer | VP16 counter
O=C(CCC1CC(=O)Nc2ccccc21)NCc1ccc(F)cc1 (stereo not given) | -1% | 3% | 0% | 5% | -3% | 0 | -2% | 2 | -3% | -13 | 2%
O=S(=O)(c1ccc(-c2nnco2)cc1)N1CCCCC1 | -8% | 4% | -1% | -5% | 2% | -1 | 0% | 9 | -1% | 11 | 3%
Cc1ccc(Cl)cc1NC(=O)COC(=O)CSc1ccccc1 | -5% | / | / | 4% | / | / | -1% | -5 | / | -1 | /
CC(=O)OC(C(=O)NCc1ccc2c(c1)OCO2)c1ccccc1Cl (stereo not given) | 5% | 15% | -6% | -2% | 5% | -2 | -3% | 3 | 3% | -6 | -4%
COc1ccc(C2=NN3C(=O)c4c(ccc(OC)c4OC)C3C2)cc1 (stereo not given) | -9% | -1% | 17µM* | -3% | ? | 2 | -1% | 1 | 1% | -10 | 0%
O=C(CN1C(=O)NC2(CCCC2)C1=O)Nc1ccc(F)c(F)c1F | -1% | 1% | 6% | 1% | 7% | 0 | 2% | 1 | -3% | 8 | 1%
Nc1ncnc2nc(Sc3ccc(Cl)cc3)[nH]c12 | -19% | -4% | -2% | -5% | -13% | 3 | 1% | -6 | -2% | -1 | 1%
COC(C(=O)Nc1ccc(F)cc1F)c1ccccc1 (stereo not given) | 2% | 6% | -1% | 2% | 8% | 5 | 0% | -3 | 0% | 5 | 5%
COc1cc(NC(=O)c2cccnc2SC)cc(OC)c1OC | 1% | -7% | -1% | -1% | -1% | 2 | 10% | -9 | 2% | -14 | 2%
C/C(=N\OC(=O)c1ccc(F)cc1)c1nccs1 | 2% | 3% | 0.67µM* | 0% | -16% | 2 | -1% | 1 | -4% | 8 | -11%
CC(c1ccccc1F)n1cc(C(=O)NCCCc2nc3ccccc3[nH]2)nn1 (stereo not given) | 0% | -4% | -1% | 3% | 8% | 1 | -2% | 14 | -2% | -9 | -6%
CC(C)=C1C2CCC1C1C(=O)N(NC(=O)c3ccco3)C(=O)C21 (stereo not given) | -3% | 1% | -1% | 2% | 10% | 2 | 3% | -9 | 1% | -4 | -10%
CCOC(=O)c1c(C)[nH]c(C(=O)COC(=O)/C=C/c2ccc(O)c(OC)c2)c1C | 0% | 0% | -1% | -7% | 26% | -1 | 1% | -2 | 1% | -12 | -17%
C/C(=C1/SC(N2CC(C)OC(C)C2)=NC1=O)c1ccccc1 (stereo not given) | 0% | 10% | 1% | -4% | 0% | 2 | 1% | 6 | 1% | 0 | -5%
Cc1cccc(/C(N)=N/OC(=O)N2c3ccccc3Sc3ccccc32)c1 | -1% | 5% | -16% | -5% | 34% | 3 | 2% | -21 | -2% | -9 | -12%
COc1ccc(CNC(=O)C(CC(C)C)NC(=O)c2ccccc2C)cc1 (stereo not given) | -4% | 7% | 1% | -2% | -3% | 8 | -8% | -4 | -2% | 1 | 4%
CCN1C=C(Cc2ccc(F)cc2)C2=C(C1)C(c1ccc(F)cc1)C(C#N)=C(N)O2 (stereo not given) | 1% | -1% | 0% | -8% | -19% | -9 | -9% | -13 | 1% | 2 | 3%
CCOC(=O)c1sc(NC(=O)c2cc(-c3ccccc3C)nc3ccccc23)c(C#N)c1C | -2% | -34%[inhibitor] | -19% | -11% | 8.9µM* | 6 | -4% | -7 | -21% | 6 | 8.9µM*
COc1ccc(/C=N/Nc2cc(C)nc3ccccc23)cc1 | -1% | -2% | ? | -14% | ? | -2 | ? | ? | 13% | -14 | ?
CC(NC(=O)c1cc2cc(Cl)ccc2oc1=N)c1ccccc1 (stereo not given) | -14% | -4% | ? | -12% | -2% | -3 | -8% | 0 | 2% | 5 | -3%
CCOc1cc(C(=O)NCC(C)CN(C)C)cc(OCC)c1OCC (stereo not given) | / | / | -1% | -9% | -5% | 5 | / | 2 | / | -3 | -3%
CN(Cc1ccccc1)c1ncc(C=O)s1 | -3% | -2% | -2% | -4% | 0% | 0 | 8% | -2 | -4% | 3 | -20%
O=C(OCc1nnc(-c2ccccc2)o1)c1ccc([N+](=O)[O-])o1 | 7% | -4% | -1% | 1% | / | / | -1% | 5 | 0% | -6 | /
CCOC(=O)C1CCCN(Cc2c(Cl)cccc2Cl)C1 (stereo not given) | / | / | -1% | / | -14% | 1 | / | 2 | / | 2 | -20%
O=C(c1cccc([N+](=O)[O-])c1)c1ccc2c(c1)OCCOCCOCCOCCO2 | 1% | 1% | 5% | -6% | 1% | 2 | -1% | -4 | -3% | -8 | -1%
O=C(CN1CCN(Cc2ccc(Cl)cc2)C1=O)NCCCN1CCN(c2ccc(F)cc2)CC1 | -1% | -6% | 7% | / | ? | 2 | -10% | -97* | -5% | -2 | ?
CC(C)COc1ccc(C(=O)Nc2ccc([N+](=O)[O-])cc2)cc1 | -1% | 21% | -9% | 0% | 3% | 1 | 0% | -12 | 17% | -29 | 18%[10 µM]
Cc1ccc(C)c(S(=O)(=O)N2CCN(C(=O)[C@H](Cc3ccccc3)NC(=O)c3ccco3)CC2)c1 | -6% | / | / | 4% | / | / | -5% | 17 | / | 3 | /
O=C1c2cccc3cccc(c23)C(=O)N1CCCCCc1n[nH]c(=S)o1 | 16% | 1% | ? | -7% | ? | 12 | 11% | -159* | -3% | 14 | -6%
COC(=O)c1sccc1NC(=S)N1CCCC(C)C1 (stereo not given) | 0% | 8% | 3% | -9% | -21% | -2 | -1% | -9 | -4% | -17 | 21%
Clc1ccccc1OCc1nnc(-c2ccccc2Br)o1 | -4% | ? | 12µM* | 0% | -19% | -2 | ? | -5 | 3.5µM* | 2 | ?
CC1CCCC(NC(=O)NC(=O)CCl)C1C (stereo not given) | 0% | -14% | 1% | ? | 3.2µM* | -8 | -6% | -27 | -8% | -9 | 5µM*
Cn1c(N)c(C(=O)COC(=O)c2cccc(S(=O)(=O)NCc3ccccc3)c2)c(=O)n(C)c1=O | 9% | / | / | -2% | / | / | 0% | -21 | / | -19 | /
NC(=O)CC(NC(=O)c1ccccc1)c1ccc(NC2CCCCCCC2)c([N+](=O)[O-])c1 (stereo not given) | 0% | -19% | -1% | -24% | ? | 0 | 1% | -13 | -11% | 1 | ?
O=C(N/C(=C/c1ccc(Br)cc1)C(=O)N1CCOCC1)c1ccc(Br)o1 | 1% | -11% | ? | -9% | 21% | 0 | -4% | -5 | 3% | -17 | 1%
CCC(=O)NCc1ccc2[nH]c(C)cc2c1 | 0% | 6% | -8% | 12% | -8% | -18 | -4% | -24 | -2% | 12 | 5%
Cc1cc(=O)[nH]c(/N=C(\N)Nc2cccc3ccccc23)n1 | 1% | 13% | 1% | -5% | -8% | 0 | 4% | 2 | 17% | 2 | -11%
COc1ccc(C(CC(=O)O)NC(=O)c2ccccc2[N+](=O)[O-])cc1 (stereo not given) | 0% | 20% | -1% | 19% | 14% | 3 | 2% | 0 | -3% | -20 | -1%
Cc1cc(C(=O)NC2=NCCS2)cs1 | 1% | 1.6µM* | 8.5µM* | / | 11µM* | 5 | 16µM* | 15 | 2.5µM* | -7 | ?
C[n+]1cccc(C(=O)Nc2ccccc2)c1 | 1% | 2% | 0% | ? | 14% | 4 | 0% | 25 | 3% | 33[activator] | -5%
COc1ccc(NC(=O)c2ccc3c(=O)n(-c4ccc(OC)cc4OC)c(=S)[nH]c3c2)cc1 | 7% | 1% | -20% | -18% | 5µM* | -5 | -3% | -3 | -4% | 13 | 11µM*
COc1cc(C(=O)Nc2ccc3c(c2)N(C(=O)CN2CCN(C)CC2)c2ccccc2CC3)cc(OC)c1OC | 1% | -5% | 0% | -11% | 3% | 6 | ? | -4 | -2% | 9 | 4%
COc1ccc(OC)c(CCNC(=O)Cn2cccc2C(=O)c2ccccc2C)c1 | -16% | 1% | -11% | -3% | -2% | 5 | -3% | -1 | -4% | 1 | -5%

Structural class, the compounds so far with a thiophene ring, fused or not (three)
SMILES | Tb PFK inh | Rab9 promoter act | FLuc counter | uPA surface inh | RORg inh | FBPA coupling cs | ELG1 genotox | KCNH2 3.1 block | NPC1 promoter act | Giardia killer | VP16 counter
CCOC(=O)c1sc(NC(=O)c2cc(-c3ccccc3C)nc3ccccc23)c(C#N)c1C | -2% | -34%[inhibitor] | -19% | -11% | 8.9µM* | 6 | -4% | -7 | -21% | 6 | 8.9µM*
COC(=O)c1sccc1NC(=S)N1CCCC(C)C1 (stereo not given) | 0% | 8% | 3% | -9% | -21% | -2 | -1% | -9 | -4% | -17 | 21%
Cc1cc(C(=O)NC2=NCCS2)cs1 | 1% | 1.6µM* | 8.5µM* | / | 11µM* | 5 | 16µM* | 15 | 2.5µM* | -7 | ?

Assay outcomes as filed in PubChem.
